Source: PubChem (several laboratories)
hgDAF-12 ag: agonists of H. glycines DAF-12 nuclear receptor; HEK293 GAL4-hgDAF12 UAS-luciferase reporter, agonist luminescence; normalized to butyrate control; activation, % at 6.8 µM; actives 1.8% (n = 370,000); AID 687014;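 active means activation above a cutoff set at the mean of all screened compounds plus 3 SD, cut at about 10% in these data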;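 further: 0% = DMSO wells and 100% = sodium butyrate wells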
NR1D1 modulator: Rev-erb alpha (human) modulation. P20393. actives 0.79% (n = 370,000). Rev-erbα–FITC-DNA binding, fluorescence polarization, 90 min. activity, % at 10 µM. AID 1259318;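 active means activity above about 14%, limit read from the data; passing the limit was not always enough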;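 further: 0% = DMSO wells with 35 nM protein and 100% = DMSO wells with 750 nM protein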
Target sequence (P20393 whole entry, looked up): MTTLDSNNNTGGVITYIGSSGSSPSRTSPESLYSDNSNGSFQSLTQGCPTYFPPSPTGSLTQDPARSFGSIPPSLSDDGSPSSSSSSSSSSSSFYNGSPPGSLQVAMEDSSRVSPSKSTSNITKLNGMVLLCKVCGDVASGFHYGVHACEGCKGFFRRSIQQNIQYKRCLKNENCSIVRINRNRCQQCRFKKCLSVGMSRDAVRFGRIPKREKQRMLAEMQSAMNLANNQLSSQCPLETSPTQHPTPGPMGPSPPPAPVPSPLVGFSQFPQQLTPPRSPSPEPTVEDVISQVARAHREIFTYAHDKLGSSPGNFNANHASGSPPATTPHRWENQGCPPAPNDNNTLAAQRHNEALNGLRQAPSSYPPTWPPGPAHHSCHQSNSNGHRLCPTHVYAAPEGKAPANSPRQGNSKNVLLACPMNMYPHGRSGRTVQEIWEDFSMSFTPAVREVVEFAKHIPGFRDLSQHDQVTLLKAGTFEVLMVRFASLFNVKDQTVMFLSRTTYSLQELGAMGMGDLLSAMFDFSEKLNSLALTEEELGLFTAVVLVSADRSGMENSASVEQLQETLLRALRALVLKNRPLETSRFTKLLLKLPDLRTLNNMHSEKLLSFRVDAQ
SMARCA2 act: SMARCA2 function activation, primary screen. MG213 cells, MMTV-luciferase reporter, dexamethasone, overnight. activation, % at 9.1 µM. actives 1% (n = 370,000). AID 652017; in the data active means activation above about 7.8%;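 further: 0% = vehicle wells and 100% = reference activator wells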
hcDAF12 agonist: H. contortus DAF-12 activation, primary screen; HEK293 hcDAF-12 lit1-tk-luc reporter, luminescence; 0% DMSO, 100% Δ7-dafachronic acid; activation, % at 6.8 µM; actives 1.4% (n = 370,000);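 active means activation above the mean of all tested compounds plus 3 SD, cut at about 5.5% in these data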;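 further: 100% = response to 3 µM Δ7-dafachronic acid high control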
PG9 Ab binder: small molecules binding HIV-1 gp120 antibody PG9; AID 624416; TR-FRET gp120-PG9 antibody binding; inhibition, % at 6.7 µM; actives 0.43% (n = 360,000); in the data active means inhibition above about 8.5%
sPLA2-III inh: Inhibits HGIII-sPLA2 liposome hydrolysis, primary screen; Q9NZ20; QFRET BODIPY PC-A2 liposome hydrolysis, fluorescence; inhibition, % at 12.2 µM; actives 0.56% (n = 370,000);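 active means inhibition above mean plus 3 SD of compounds lying within the high and low control bounds, cut at about 19% in these data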;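 further: 0% = median of test compound wells and 100% = no enzyme DMSO wells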
ssDAF-12 act: S. stercoralis DAF-12 activation, primary screen; activation, % at 6.8 µM; actives 1% (n = 370,000); AID 652126; HEK293 ssDAF-12/GRIP1 lit1-tk-luc reporter, luminescence; % of 3 µM dafachronic acid response;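 active means activation above the mean over all tested compounds plus 3 SD, cut at about 0.9% in these data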;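 further: 0% = DMSO-only wells and 100% = 3 µM delta7-dafachronic acid wells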
PLC-beta3 inh: inhibitors of human phospholipase C beta3; Q01970; Purified PLC-beta3, fluorogenic substrate, fluorescence; inhibition, % at 12.2 µM; actives 0.18% (n = 370,000); in the data active means inhibition above about 11%;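 further: 0% = median of compound wells on plate and 100% = full blocker control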
DAX1 inh-1: blocks DAX1 repression of SF-1 activated StAR promoter. actives 1.1% (n = 370,000). AID 652010. inhibition, % at 6.8 µM. HEK293T StAR-luciferase reporter, SF-1/DAX-1 repression relief;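 active means inhibition above the mean over all tested compounds plus 3 SD, cut at about 3.6% in these data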;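 further: 0% = DAX-1 cells with DMSO and 100% = cells lacking DAX-1 with DMSO; higher inhibition means more luminescence from relief of DAX-1 repression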
GAA850 FXN act: frataxin GAA850 promoter activation | HEK293 lucGAA850 FXN promoter luciferase reporter, 24 h; percent of 10 µM SAHA response | activation, % at 6 µM | actives 0.56% (n = 360,000);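 active means activation above the average of all compounds screened plus 3 SD, cutoff fixed separately per campaign, cut at about 7.5% in these data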;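 further: 0% = DMSO wells and 100% = 10 µM SAHA wells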
DAX1 inh-2: inhibits human nuclear receptor DAX1; P51843; HEK293 Gal4-DAX1 luciferase reporter, luminescence; inhibition, % at 6.75 µM; actives 0.99% (n = 340,000); AID 504766;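 active means inhibition above the mean over all tested compounds plus 3 SD, cut at about 4.2% in these data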;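 further: 0% = DAX1-transfected cells with DMSO and 100% = empty-vector control cells with DMSO; inhibition shows as a rise in luminescence from relieved DAX1 repression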
Target sequence (P51843 207-470 limits assumed): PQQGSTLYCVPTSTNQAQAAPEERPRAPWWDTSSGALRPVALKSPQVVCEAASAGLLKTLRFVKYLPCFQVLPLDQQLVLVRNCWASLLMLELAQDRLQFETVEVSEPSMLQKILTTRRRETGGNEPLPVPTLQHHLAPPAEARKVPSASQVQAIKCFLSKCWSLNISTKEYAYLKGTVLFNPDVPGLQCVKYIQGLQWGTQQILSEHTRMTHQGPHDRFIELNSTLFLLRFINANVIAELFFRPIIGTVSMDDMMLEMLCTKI
Starred values were filed as active, the others as inactive; nt = not tested or not shown.

SMILES	hgDAF-12 ag	NR1D1 modulator	SMARCA2 act	hcDAF12 agonist	PG9 Ab binder	sPLA2-III inh	ssDAF-12 act	PLC-beta3 inh	DAX1 inh-1	GAA850 FXN act	DAX1 inh-2
Cc1ccccc1OCC(=O)NNC(=O)CN1C(=O)c2ccccc2C1=O	-3.0	-1.4	-3.2	-0.6	-0.1	3.0	-1.1	-2.5	-0.6	2.3	-1.3
Cc1ccc(NCc2nnc3n2CCCCC3)cc1	2.2	-1.3	3.5	2.3	-1.1	0.1	-0.2	-0.3	0.5	5.5	0.2
CC12CN(C(=O)c3cccc([N+](=O)[O-])c3)C3(C#N)CC1CCC23C (stereo not drawn)	0.7	-3.8	0.4	-0.6	-0.1	1.9	-0.8	-4.2	-0.4	2.9	-1.1
COc1cccc(NC(=O)NCCN2CCCCC2)c1	4.2	-0.5	-1.1	-1.0	0.9	2.3	-1.0	-4.0	-0.1	1.1	-0.6
O=C(CSc1ncnc2sc3c(c12)CCC3)NCC1CCCO1 (stereo not drawn)	0.3	0.0	-0.2	-1.5	-1.7	-5.4	-1.3	-6.5	-0.8	1.2	-0.7
Cc1ccc(S(=O)(=O)N2CCN(C(=O)COC(=O)COc3ccc(Cl)cc3C)CC2)c(C)c1	3.8	1.6	0.3	-0.7	1.7	-14.0	-0.7	-7.7	1.8	-0.2	0.0
CC(NC(=O)COC(=O)c1ccc(CO)cc1)C1CC2CCC1C2 (stereo not drawn)	-2.3	-5.4	-4.3	0.8	0.0	4.2	-0.9	-4.1	-0.1	0.5	1.0
O=C(CCCN1C(=O)c2ccccc2C1=O)Nc1cccnc1	3.7	1.7	-1.5	0.7	-0.7	0.1	-0.3	-2.4	0.1	0.5	-0.9
O=C(COC(=O)c1cnccn1)c1ccc2c(c1)CCCC2	0.6	-1.0	1.2	-0.8	-0.8	-0.1	-0.8	1.2	0.8	-4.3	1.3
CCOC(=O)C1CCN(C(=O)CNS(=O)(=O)c2cccs2)CC1	-2.7	-1.5	-2.5	-1.8	0.7	8.0	-0.8	2.4	-0.6	2.9	1.2

Reprinted from the results shown for reference:
SMILES	hgDAF-12 ag	NR1D1 modulator	SMARCA2 act	hcDAF12 agonist	PG9 Ab binder	sPLA2-III inh	ssDAF-12 act	PLC-beta3 inh	DAX1 inh-1	GAA850 FXN act	DAX1 inh-2
O=C(COC(=O)c1cnccn1)c1ccc2c(c1)CCCC2	0.6	-1.0	1.2	-0.8	-0.8	-0.1	-0.8	1.2	0.8	-4.3	1.3
CCOC(=O)C1CCN(C(=O)CNS(=O)(=O)c2cccs2)CC1	-2.7	-1.5	-2.5	-1.8	0.7	8.0	-0.8	2.4	-0.6	2.9	1.2

The results go on:
SMILES	hgDAF-12 ag	NR1D1 modulator	SMARCA2 act	hcDAF12 agonist	PG9 Ab binder	sPLA2-III inh	ssDAF-12 act	PLC-beta3 inh	DAX1 inh-1	GAA850 FXN act	DAX1 inh-2
CCOC(=O)c1ccc(NC(=O)c2nc[nH]c2C(=O)N[C@H](C)c2ccccc2)cc1	1.3	-6.6	-0.8	-0.1	-1.4	1.2	-1.0	-2.5	0.2	2.2	0.9
CCCOc1cccc(C(=O)NC(=S)Nc2cccc(NC(=O)c3ccccc3Cl)c2)c1	-0.4	2.2	-4.1	0.8	-0.4	1.4	-0.3	0.4	-0.5	1.0	0.0
CC(OC(=O)Cc1coc2cc3c(cc12)CCC3)C(=O)NCc1ccc2c(c1)OCO2 (stereo not drawn)	-0.4	-0.6	-0.5	1.4	-1.8	0.2	-0.8	2.2	1.7	-0.4	-0.4
COc1cc(C(=O)Nc2ccc(C(=O)O)cc2)ccc1OC(C)=O	-3.7	2.9	-2.7	-0.3	-0.4	4.6	-0.5	1.8	1.1	-0.9	0.1
COc1cc(OC)cc(C(=O)NCC(=O)OCC(=O)NC2CCCc3ccccc32)c1 (stereo not drawn)	0.6	2.8	-1.5	-0.8	-0.6	-1.0	-0.9	2.3	-0.1	-1.8	0.5
CCC(C)NC(=O)c1ccccc1SC (stereo not drawn)	1.0	2.9	-3.1	-1.1	1.8	3.0	-1.8	-9.0	-0.2	-2.8	3.3
CSc1nc(N)c(C(=O)N(c2ccccc2)c2ccccc2)s1	-2.4	-1.4	-3.5	-1.3	-1.3	9.3	-1.8	-12.0	-1.0	0.2	0.0
Cc1ccccc1-n1c(SCC(=O)Nc2cccc3ccccc23)nc(O)cc1=O	-4.0	0.1	-0.3	0.4	-0.6	-4.8	-1.0	-12.9	-0.2	0.9	1.2
CN[C@H]1C[C@H]2c3[nH]c4c(-c5ccccc5)cccc4c3CCN2C[C@H]1[C@H](C)O	-2.3	-3.6	2.8	-1.1	-1.2	-7.1	-1.0	-162.1	-1.4	nt	nt
O=[N+]([O-])c1cc(S(=O)(=O)C(F)(F)F)ccc1Sc1nc2ccccc2[nH]1	-3.6	-7.8	4.2	0.0	-3.5	-8.9	-0.5	0.7	-0.1	3.5	1.6
CCn1c(SCC(=O)Nc2cccc(OC)c2)nnc1-c1ccc(Cl)cc1	-3.1	-0.2	-2.7	-1.2	2.1	-17.9	-1.6	0.2	-0.8	0.5	-0.3
Cc1ccc(NC(=O)CN(C)C(=O)CCC(=O)c2cccs2)cc1	1.9	-4.0	-2.4	-1.7	0.0	11.5	-1.5	2.9	-0.2	0.8	0.2
CC1=CC(C2CC(=O)N(c3ccc(C)cc3)C2=O)CC2C(=O)N(c3ccc(C)cc3)C(=O)C12 (stereo not drawn)	-0.4	-6.0	-1.6	-1.2	-0.2	-30.7	-2.1	-1.0	0.1	1.4	1.1
Cc1ccc(NC(=O)COc2cccc(-n3cnnn3)c2)cc1[N+](=O)[O-]	1.5	-4.6	0.2	-2.7	-0.7	-8.6	-1.3	-4.6	-0.5	-0.9	-0.3
CC(C)Cc1ccc(C(C)NC(=O)Cc2ccc(S(=O)(=O)N3CCOCC3)s2)cc1 (stereo not drawn)	-2.5	1.9	-1.9	-1.6	3.4	-13.7	-2.0	-13.3	-1.9	-0.4	-1.6
CC1(C(=O)Nc2ccc3c(c2)OCCO3)CN(S(C)(=O)=O)CC(=O)N1CCc1ccc(O)cc1 (stereo not drawn)	0.7	11.7	-2.4	1.5	-0.9	-6.8	-0.8	0.9	0.8	nt	nt
CCC(=O)NC(c1cccs1)c1cc([N+](=O)[O-])c2cccnc2c1OC (stereo not drawn)	-4.8	-7.1	-4.5	0.1	1.2	19.3*	-1.2	-3.3	-0.5	-0.1	nt
CNC(=O)COC(=O)c1ccc(NS(=O)(=O)c2ccc3c(c2)OCCO3)cc1	-1.7	-3.8	-1.1	0.0	1.3	-2.3	-1.4	-0.1	1.0	1.1	0.8
Cc1ccccc1N1CC(C(=O)Nc2nnc(SCc3cccnc3)s2)CC1=O (stereo not drawn)	-1.3	0.4	-1.9	-1.4	-0.7	-3.4	-0.6	-5.4	0.7	-0.3	0.1
COc1ccc(C(=O)Nc2ccc(N3CCN(C(=O)c4cccs4)CC3)cc2)cc1Br	-0.8	2.0	-5.0	-3.9	0.7	-2.2	-1.3	-5.2	-0.9	1.2	-1.2
Cc1ccc(C)c(S(=O)(=O)N2CCCCC2CCNC(=O)C(=O)NCc2ccccn2)c1 (stereo not drawn)	-2.3	-0.1	-2.7	-1.9	-3.8	-2.1	-1.3	-7.7	-1.6	1.5	-0.1
COc1ccc(CN2C(=O)Cc3c2nc(N)c2c(N)nc(N4CCOCC4)c(C#N)c32)cc1	-4.0	-1.8	-1.4	-2.8	-2.8	-1.3	-1.4	-136.3	0.0	0.7	-2.0
CSc1ccccc1-n1nnnc1SCC(=O)Nc1cc(C)ccc1C	2.0	2.4	-1.6	-1.4	-1.7	-11.9	-1.8	6.3	-0.8	-2.8	-1.9
N#Cc1ccc(N2C(=O)[C@@H]3C(C(=O)C(c4ccccc4)c4ccccc4)=NN[C@@H]3C2=O)cc1	-0.6	2.8	-1.0	-1.7	-2.1	-31.6	-1.0	-18.0	0.3	1.0	-0.5
COC(=O)c1ccc(OC)c(CSc2nnc(-c3ccc(C)cc3)o2)c1	3.4	4.9	-0.8	-0.3	2.6	1.3	-1.5	-6.1	1.8	0.7	-0.5
COc1ccccc1OC(=O)C1CC(=O)N(c2ccc(Cl)cc2)C1 (stereo not drawn)	0.3	-8.5	-2.9	0.3	1.8	-0.2	-1.5	-1.8	-0.2	-1.2	1.1
O=C(CCC(=O)N1CCN(S(=O)(=O)c2ccc([N+](=O)[O-])cc2)CC1)N1CCOCC1	1.1	-1.9	-2.2	1.7	0.5	-0.7	-1.6	-0.4	-2.6	-1.9	-1.2
Cc1cc(C(=O)NCc2cccnc2)n(-c2ccccc2)n1	1.2	1.8	-3.1	3.3	-1.2	-2.5	-0.2	3.8	0.9	2.0	0.8
CC(=O)Nc1ccc(NC(=O)COC(=O)c2ccc(C)s2)cc1	5.8	-6.6	-1.3	0.4	-0.2	-2.0	-1.1	-1.9	-1.6	0.2	-0.4
Cc1ccc(-n2nnnc2SCC(=O)Nc2ccc3c(c2)COC3=O)cc1C	-1.8	1.3	-2.3	-1.5	3.3	-14.2	-1.6	-3.2	-1.0	-1.5	-1.2
COc1ccc(C2C(=O)NN=C2C)cc1 (stereo not drawn)	1.4	-1.1	-1.3	0.0	-1.6	-8.8	-0.8	3.0	0.8	0.3	5.3*
CCOC(=O)c1c(NC(=O)Cn2nnc3ccccc32)sc2c1CCC(C)C2 (stereo not drawn)	1.5	3.5	1.2	0.6	-3.3	-6.1	-0.8	1.5	-0.8	-0.7	0.0
Cc1ccccc1C(=O)NCC(=O)Nc1ccccc1C(F)(F)F	-1.6	-1.1	-0.3	-0.3	0.3	0.1	-1.4	-8.3	0.0	1.2	3.1
COc1cccc(C(=O)N/N=C/c2ccc(OC)c(COc3ccccc3C(N)=O)c2)c1	2.0	-3.9	2.7	4.0	-3.6	-14.8	-0.4	-6.1	-0.3	2.3	-0.9
CC1CC1C(=O)NCCc1ccc(Cl)cc1 (stereo not drawn)	3.2	-5.4	7.1	-1.5	0.0	2.3	-1.2	3.1	0.9	0.0	0.3
N#CC1=C(N)N2C(=C(C#N)C13CCCCC3)SC1CCCCC12O (stereo not drawn)	-1.1	4.7	-1.2	-2.2	1.4	-4.5	-1.4	-2.0	-0.9	-0.6	-0.5
O=C(O)C1CSC2c3ccccc3C(=O)N12 (stereo not drawn)	0.7	1.5	-2.2	-0.8	-0.5	20.4*	-1.4	-1.6	-0.2	3.1	-0.3
COCCNC(=O)CSc1nc(-c2ccccc2)c(-c2ccccc2)o1	-1.9	2.4	-2.9	-0.9	-0.6	3.3	-1.8	-10.0	-0.5	-3.6	-0.2
CCCCN(C)CCN1C(=O)C2C(C(=O)Nc3ccc(OC)cc3)C3C=CC2(O3)C1C(=O)NC1CCCCC1 (stereo not drawn)	-0.5	-1.0	3.9	-2.4	-2.0	-0.7	-0.5	0.1	0.3	-1.1	0.2
Cc1cccc(C)c1NC(=O)c1ccc(OCc2c(C)noc2C)cc1	-1.9	4.2	-2.4	-1.1	1.2	7.0	-1.4	1.0	1.3	-2.3	0.4
CCOc1cc(C2C(C#N)=C(N)Oc3cc(N)ccc32)ccc1O (stereo not drawn)	-1.3	-4.6	-2.6	-1.2	-2.4	-12.6	-1.2	-60.9	-0.1	-1.3	-0.6
COc1cc2c(cc1NC(=O)c1cc(-c3ccncc3)nc3ccccc13)oc1ccccc12	1.2	-5.2	-2.9	2.5	-1.5	15.6	-0.2	-6.6	0.3	0.3	0.1
